proCasp7 act: procaspase-7 activators, primary screen, counter-screen for procaspase-3 activator project, biochemical, absorbance, HTS, human; activation, % at 8.5 µM; 330,000 tested, 0.093% active; recombinant procaspase-7, Ac-DEVD-pNA absorbance 405 nm; D23A/D198A/D206A triple mutant, cannot self-cleave; scale: DMSO 0, 5 µM enzyme 100;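 active means percent activation above the screen-wide mean plus 3 SD, cut at about 25% in these data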
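buffer or medium = Zinc-free HEPES/NaCl buffer, pH 7.4 | material = Procaspase-7 triple mutant (PC-7 D3A) | input = 2 µM procaspase-7 mutant as dispensed | signal = Epi-absorbance of released pNA at 405 nm, two timepoints | timing = 1 h preincubation, 2 h reaction | replicates = singlicate compound testing | evaluation = % activation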
Yeast superoxide: reduction of superoxide in aged yeast, primary screen, HTS | S. cerevisiae aged cells, superoxide DHE fluorescence; hits give low values | superoxide response (% of plate mean), % at 10 µM | 330,000 tested, 0.18% active;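 active means superoxide response under a set limit, about three screen SD below normal, cut at about 65% in these data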;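 further: yeast aged for seven days with compound at 30 °C before DHE staining; 100% = average MFI of all compound-treated wells on the plate with controls excluded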
proCasp3 act: activators of human procaspase-3 D3A mutant, primary screen, biochemical, absorbance, PC-3 D3A mutant, single concentration | Caspase-3 (Homo sapiens), P42574 | recombinant procaspase-3 D3A, Ac-DEVD-pNA absorbance 405 nm | activation, % at 8.5 µM | 330,000 tested, 0.11% active;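 active means activation above the mean of all tested compounds plus 3 SD, cut at about 21% in these data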;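 further: 0% = DMSO alone and 100% = DMSO wells spiked with extra 5 µM PC-3 D3A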
Target sequence (P42574 whole entry D9A/D28A/D175A): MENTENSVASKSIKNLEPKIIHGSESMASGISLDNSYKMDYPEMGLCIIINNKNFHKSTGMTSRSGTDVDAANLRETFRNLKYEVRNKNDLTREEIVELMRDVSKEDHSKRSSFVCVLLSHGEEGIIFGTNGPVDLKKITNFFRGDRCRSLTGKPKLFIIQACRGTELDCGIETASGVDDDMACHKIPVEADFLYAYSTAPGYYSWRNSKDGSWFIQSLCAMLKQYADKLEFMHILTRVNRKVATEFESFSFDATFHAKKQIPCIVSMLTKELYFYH
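Test system: Procaspase-3 D3A mutant, all three cleavage aspartates alanine | Dosing: Single dose, 8.5 µM nominal compound, 0.8% DMSO | Schedule: 1 h preincubation, 2 h reaction | Technique: 405 nm absorbance of p-nitroaniline, reads at 0 and 120 min | Repeats: One well per compound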
RPL19A TOR yeast: RPL19A-GFP expression modulators in yeast, primary screen, cell-based, S. cerevisiae, multiplex flow cytometry, MLPCN. S. cerevisiae RPL19A-GFP strain, 3 h; hits give low values. percent response vs DMSO, % at 10 µM. 330,000 tested, 0.3% active. AID 2025, 2009;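 active means percent response vs DMSO below 50%; inconclusive means fewer than 70 events counted for the yeast strain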;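 further: median channel GFP fluorescence of the barcoded RPL19A-GFP strain; ratio of sample median GFP to plate DMSO average so 100% = DMSO; lower means less RPL19A-GFP as with rapamycin TOR inhibition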
JMJD2C inh: inhibitors of GASC-1 histone demethylase, primary screen, biochemical, fluorescence, DELFIA europium | Lysine-specific demethylase 4C (Homo sapiens), Q9H3R0 | GST-JMJD2C(1-420) H3K9me3 demethylation | inhibition, % at 2.35 µM | 330,000 tested, 0.069% active;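 active means more than half of a compound's replicate wells show inhibition beyond 50%, single wells judged on their own value; inconclusive means some, but no more than half, of replicates pass 50% inhibition; inactive means no replicate passes 50% inhibition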;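 further: signal counts dimethyl H3K9 product captured on neutravidin plate; 0% = median of DMSO wells and 100% = 0.3 times that DMSO median; strong numbers were not always called active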
LAP4-GFP MLPCN: modulators of LAP4-GFP expression in yeast, primary screen, S. cerevisiae, multiplex flow cytometry, MLPCN library; 3 h; median GFP as percent of DMSO wells; GFP response vs DMSO, % at 10 µM; 320,000 tested, 0.34% active;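 active means GFP response vs DMSO above a set limit, about the screen mean plus 3 SD, cut at about 150% in these data; inconclusive means under 70 cell events counted for the yeast strain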
AHR activator: AHR activators, primary screen, cell-based, luminescence, luciferase reporter, human. 320,000 tested, 2.5% active. Aryl hydrocarbon receptor (Homo sapiens), P35869. AHR-responsive luciferase reporter cells. activation, % at 5 µM; in the data active means activation above about 47%;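 further: 0% = vehicle wells and 100% = reference agonist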
Target sequence (P35869 whole entry, looked up): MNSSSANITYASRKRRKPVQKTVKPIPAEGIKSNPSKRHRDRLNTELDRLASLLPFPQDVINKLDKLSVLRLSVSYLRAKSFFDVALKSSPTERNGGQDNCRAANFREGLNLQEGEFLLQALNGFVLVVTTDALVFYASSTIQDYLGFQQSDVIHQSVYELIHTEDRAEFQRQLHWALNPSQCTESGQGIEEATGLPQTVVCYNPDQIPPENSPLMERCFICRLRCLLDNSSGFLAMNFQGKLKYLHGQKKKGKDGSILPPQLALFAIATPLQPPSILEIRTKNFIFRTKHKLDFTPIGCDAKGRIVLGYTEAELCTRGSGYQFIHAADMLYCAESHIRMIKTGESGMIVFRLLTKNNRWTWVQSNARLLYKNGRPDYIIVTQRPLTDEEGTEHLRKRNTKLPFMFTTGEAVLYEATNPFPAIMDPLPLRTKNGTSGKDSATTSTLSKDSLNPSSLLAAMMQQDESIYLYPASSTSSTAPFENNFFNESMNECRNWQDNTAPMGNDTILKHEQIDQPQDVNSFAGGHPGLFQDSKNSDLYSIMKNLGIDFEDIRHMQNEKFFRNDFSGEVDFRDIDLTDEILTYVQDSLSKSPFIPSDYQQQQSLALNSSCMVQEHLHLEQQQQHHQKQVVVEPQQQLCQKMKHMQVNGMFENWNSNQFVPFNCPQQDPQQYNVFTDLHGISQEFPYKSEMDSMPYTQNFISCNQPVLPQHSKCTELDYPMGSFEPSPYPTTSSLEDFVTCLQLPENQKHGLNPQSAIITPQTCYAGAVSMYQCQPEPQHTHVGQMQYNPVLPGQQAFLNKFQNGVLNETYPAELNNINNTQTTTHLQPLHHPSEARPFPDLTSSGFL
MEP2 TOR yeast: modulators of MEP2-GFP levels in yeast, primary screen, S. cerevisiae, multiplex flow cytometry, MLPCN library. S. cerevisiae MEP2-GFP strain, 3 h; 100% = DMSO control level. GFP response vs DMSO, % at 10 µM. 330,000 tested, 0.51% active;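 active means GFP response versus DMSO above a set limit, roughly screen mean plus 3 SD, cut at about 180% in these data; inconclusive means fewer than 70 cells counted for a yeast strain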;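 further: median GFP fluorescence of the barcode-gated MEP2-GFP cells per well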
An asterisk follows results filed as active; ? = inconclusive; / = no result given.

SMILES	proCasp7 act	Yeast superoxide	proCasp3 act	RPL19A TOR yeast	JMJD2C inh	LAP4-GFP MLPCN	AHR activator	MEP2 TOR yeast
CCn1c(=N)c(S(=O)(=O)c2ccc(Cl)cc2)cc2c(=O)n3ccccc3nc21	-13.4	108.1	-11.2	98.0	0.3	103.6	-0.3	93.1
O=C1c2ccccc2-c2nc3ccccc3nc21	-0.4	68.5	5.8	97.7	4.0	102.0	114.8*	99.5
Cn1c(SCc2c(F)cccc2Cl)nc2c(c1=O)SCC2	-3.6	87.9	5.0	94.0	-1.7	109.3	-0.8	99.4
CC(C)(C)C(=O)Nc1cccc(-c2nnc(-c3cccc(NC(=O)C(C)(C)C)c3)o2)c1	-5.4	100.8	-1.1	110.3	15.1	117.1	0.4	123.2
CCc1sc(C(=O)N2CCCN(C)CC2)cc1Br	4.5	95.6	-1.1	96.0	-3.6	91.3	0.4	90.3
COc1ccccc1OCCNC(=O)c1ccco1	-1.2	111.8	10.7	?	-1.8	?	0.5	?
Cc1ccc(N2CC(C(=O)NCCS(=O)(=O)N3CCN(c4ccccc4)CC3)CC2=O)cc1 (stereo not drawn)	3.2	91.7	8.7	94.5	44.2	95.0	1.7	101.6
CCOC(=O)[C@@H]1[C@H]2COc3ccccc3[C@H]2N2C(=O)N(c3cccc(Cl)c3)C(=O)[C@]12C	17.4	84.2	6.1	95.8	2.8	100.5	-0.5	98.6
COc1cc(NC(=O)c2ccc(NC3=NC4CS(=O)(=O)CC4S3)cc2)cc(OC)c1 (stereo not drawn)	0.5	109.5	2.8	100.0	-1.7	96.0	0.2	100.9
CCOC(=O)N1CCC(NC(=O)CSCc2nc(-c3ccc(OC)c(OC)c3)oc2C)CC1	10.3	100.2	-1.4	100.3	-2.1	96.3	-0.3	99.9
O=C(Cc1c(F)cccc1Cl)NCC(=O)OCc1ccccc1	2.4	94.2	-10.6	97.1	0.2	108.2	-0.5	102.0
NC(=O)COc1ccc(=O)n(-c2ccccc2)n1	-0.8	92.8	-3.7	95.1	0.4	97.8	-1.6	104.8
COc1cccc(OCc2cc(C(=O)N3CCN(C4CCCC4)CC3)no2)c1	2.6	114.5	0.7	92.4	-1.1	92.3	0.4	96.5
CC(=O)c1cccc(NC(=O)/C(=C\c2cccnc2)NC(=O)c2ccccc2)c1	3.1	93.6	1.7	98.6	9.8	101.3	2.5	106.3
CCOC(=O)c1oc2nc(C)c3c(c2c1N)CC(C)(C)OC3	-11.1	87.3	2.3	101.7	-8.9	98.8	13.5	105.1
Cc1ccc(OCC(O)CN2CCN(Cc3ccc4c(c3)OCO4)CC2)cc1C (stereo not drawn)	-3.9	91.7	-2.0	98.2	-1.8	84.5	-0.4	102.1
CCCC(=O)N/C(N)=N/c1nc2ccccc2o1	8.8	110.0	-0.7	85.6	-0.9	115.5	1.0	96.7
O=C1CN(S(=O)(=O)c2ccccc2)CC(=O)N1CCc1ccccc1	14.4	101.8	-0.9	98.7	-1.8	95.9	18.7	99.5
COC(=O)c1ccc(N/C=C/C(=O)c2ccccc2)cc1	-3.9	93.2	11.1	110.5	-10.0	95.5	-0.7	109.4
Cc1ccc2[nH]cc(CCNS(=O)(=O)c3ccc(F)cc3)c2c1	/	96.0	/	104.4	10.5	95.4	/	103.4
COCCNC(=S)Nc1ccc2nc(N3CCCC3)cc(C)c2c1	3.5	117.0	-8.9	96.1	9.8	89.2	5.2	85.1
Cc1nonc1CC(=O)N1CCCC(C(=O)c2ccc(Cl)cc2)C1 (stereo not drawn)	-2.9	92.0	6.6	96.7	2.8	105.5	-0.8	110.6
CNc1nc(OCC(F)(F)F)nc(OCC(F)(F)F)n1	9.1	93.4	4.0	95.1	2.1	91.0	3.4	96.4
O=C(COc1ccc(S(=O)(=O)N2CCCCC2)cc1)Nc1ccccc1F	1.1	96.4	8.4	102.1	-5.2	98.0	0.2	102.3
O=C(NCc1cccnc1)c1cnc2ccccc2n1	0.8	103.4	6.1	103.0	5.3	112.0	34.7	102.0
Next section
SMILES	proCasp7 act	Yeast superoxide	proCasp3 act	RPL19A TOR yeast	JMJD2C inh	LAP4-GFP MLPCN	AHR activator	MEP2 TOR yeast
Cc1nn(CC(=O)N2CCN(C34CC5CC(CC(C5)C3)C4)CC2)c(C)c1[N+](=O)[O-]	-3.0	102.0	0.2	97.5	0.7	98.7	-2.2	106.4
COc1cccc(NC(=O)CN(C)C(=O)CSC(=S)N2CCCC2)c1	1.9	107.2	-3.5	91.8	-0.1	99.4	-0.7	92.2
CC(Oc1ccc(-c2ccccc2)c(F)c1)c1ccn(S(=O)(=O)c2cccc3ccccc23)n1 (stereo not drawn)	3.2	98.7	5.4	92.6	6.4	/	0.5	92.7
COc1ccc(-c2nnc(NC(=O)Cc3ccccc3)s2)c(OC)c1	0.6	109.9	3.9	99.3	1.3	99.0	7.2	99.9
N#C/C(=C(/O)Cc1cccc2ccccc12)c1nc2ccccc2s1	1.6	111.7	0.4	96.5	5.4	95.0	9.9	97.2
COc1cccc(/C=C2\SC(=S)N(CCC(=O)Nc3ccc(O)cc3)C2=O)c1	-11.7	93.6	-7.0	96.7	1.7	100.1	3.5	103.5
Cc1ccc(C(=O)O)cc1NC(=S)NC(=O)c1ccc(-c2ccc(Cl)cc2)o1	-6.9	109.6	1.1	99.5	4.0	99.8	0.9	105.3
COC(=O)CNc1nc(Cl)nc(Nc2ccc(Cl)cc2)n1	3.0	100.7	0.4	92.3	-4.8	107.2	-1.0	90.3
CC1(C)Oc2ccc(C(=O)NC3CCCC3)cc2N(CC(=O)NC2CCCCC2)C1=O	10.2	99.2	8.8	98.3	-3.1	81.9	1.0	94.2
COc1ccc(C2NC(=S)N3C(c4ccc(OC)cc4)NC(=S)N23)cc1 (stereo not drawn)	-19.9	99.9	-6.1	?	4.1	?	-2.3	?
CC1(C)CC(=O)N(c2cc(Cl)ccc2Cl)C(=O)C1	-11.7	91.7	2.0	101.2	31.1	96.8	2.8	105.4
Cc1ccc(C)c(CN2CCNC2=O)c1	1.6	99.6	-2.5	100.1	-4.5	101.9	3.4	107.5
COC(=O)c1ccc(Nc2nc(C)nc3c2nnn3Cc2ccccc2)cc1	8.2	103.2	7.6	110.1	8.2	99.4	8.5	109.4
COc1ccc(S(=O)(=O)N2CCOCC2)cc1NC(=O)C1CCCN1C(=O)c1cccs1 (stereo not drawn)	-8.1	96.0	-7.4	111.1	/	117.7	3.0	115.1
CC(=O)c1cccc(NC(=O)C(C)OC(=O)Cc2n[nH]c(=O)c3ccccc23)c1 (stereo not drawn)	0.0	96.9	-0.1	108.7	3.1	75.8	2.7	98.8
CCc1ccc(C2CC(c3cccc(Cl)c3)n3nc(N)nc3N2)cc1 (stereo not drawn)	-8.3	94.7	2.7	104.2	1.8	109.7	20.2	106.4
Cn1ncc(Cl)c(Oc2ccccc2)c1=O	0.6	116.1	4.8	96.4	6.7	95.2	0.3	104.1
O=[N+]([O-])c1ccc(CN2CCN(c3ccc(Cl)cc3)CC2)o1	-23.0	101.6	-3.4	101.5	17.3	91.7	-2.1	103.0
S=C(NCc1ccco1)N/N=C/c1cccnc1	-0.9	103.0	1.2	96.9	-3.0	103.6	7.0	95.3
COc1ccc(NC(=O)COC(=O)c2ccc(Cl)c(S(N)(=O)=O)c2)c([N+](=O)[O-])c1	2.8	113.8	0.4	105.1	9.0	106.3	-0.1	103.1
CC(C)c1ccc(OCc2ccc(C(=O)N3CCCC3)o2)cc1	-1.0	104.2	4.6	96.6	4.7	83.9	17.5	95.6
COc1ccc(N2C(=O)CC(N3CCN(c4ccccc4F)CC3)C2=O)cc1 (stereo not drawn)	-8.1	94.6	-13.9	100.4	-14.0	106.9	1.6	98.7
CCCCN(C(=O)c1cccc(C)c1)c1c(N)n(CCC)c(=O)[nH]c1=O	0.4	114.2	3.8	97.7	-2.2	99.6	1.2	96.5
CC12COC3(C(=O)Nc4cccnc4)CC1CCC32C (stereo not drawn)	-5.3	85.3	2.0	92.8	29.2	/	3.0	88.5
O=C(Nc1cccc(C(F)(F)F)c1)c1n[nH]c(Cn2cncn2)n1	-2.6	81.0	-6.0	100.4	-0.8	91.5	9.4	101.0

Taken from above for reference:
SMILES	proCasp7 act	Yeast superoxide	proCasp3 act	RPL19A TOR yeast	JMJD2C inh	LAP4-GFP MLPCN	AHR activator	MEP2 TOR yeast
COc1ccc(S(=O)(=O)N2CCOCC2)cc1NC(=O)C1CCCN1C(=O)c1cccs1 (stereo not drawn)	-8.1	96.0	-7.4	111.1	/	117.7	3.0	115.1
CC(=O)c1cccc(NC(=O)C(C)OC(=O)Cc2n[nH]c(=O)c3ccccc23)c1 (stereo not drawn)	0.0	96.9	-0.1	108.7	3.1	75.8	2.7	98.8
CCc1ccc(C2CC(c3cccc(Cl)c3)n3nc(N)nc3N2)cc1 (stereo not drawn)	-8.3	94.7	2.7	104.2	1.8	109.7	20.2	106.4
Cn1ncc(Cl)c(Oc2ccccc2)c1=O	0.6	116.1	4.8	96.4	6.7	95.2	0.3	104.1

More structures follow.
SMILES	proCasp7 act	Yeast superoxide	proCasp3 act	RPL19A TOR yeast	JMJD2C inh	LAP4-GFP MLPCN	AHR activator	MEP2 TOR yeast
Cc1cc(Cn2nc(-c3ccccc3)cc2C(=O)NCc2cccs2)on1	3.4	/	15.5	/	3.2	/	2.9	/
CCCCCCCCCCCCS(=O)(=O)CCC(=O)O	-0.5	96.1	-1.3	96.5	2.1	90.6	4.4	91.2
CC1CCCC(C)N1S(=O)(=O)c1ccc(NC(=O)CCn2cnc3ccccc3c2=O)cc1 (stereo not drawn)	0.4	87.6	11.5	99.8	2.9	100.5	0.2	110.5
CC12CCC(C(=O)Nc3ncc([N+](=O)[O-])s3)(OC1=O)C2(C)C (stereo not drawn)	-3.5	101.0	1.5	91.0	-3.0	96.4	2.7	81.9
COc1ccc(-c2cn3c(C)c(C(=O)Nc4cccc(NC(C)=O)c4)sc3n2)cc1	-7.7	91.9	-1.9	101.1	3.6	98.1	11.8	96.6
O=C(NNc1ncc(C(F)(F)F)cc1Cl)c1c(Cl)cccc1Cl	-2.7	91.7	-6.1	98.1	-5.3	100.4	1.1	100.0
C[C@H](CO)N1C[C@H](C)[C@@H](CN(C)Cc2ccc(C(=O)O)cc2)Oc2c(NS(=O)(=O)c3cn(C)cn3)cccc2C1=O	8.9	90.3	-1.0	91.2	/	108.4	0.7	98.7
CCCn1c(=S)[nH]c2cc(C(=O)NCC3CCCO3)ccc2c1=O (stereo not drawn)	4.0	95.9	-0.4	96.2	-18.0	94.7	10.7	97.7
Cc1cc(/C=C2/SC(=O)N(CC(=O)N3CCCC3)C2=O)c(C)n1C	-11.1	98.8	3.7	104.5	-7.1	93.2	-2.6	102.3
CCN(CC)CC(O)Cn1c2ccccc2c2ccccc21 (stereo not drawn)	2.1	86.5	1.7	101.2	3.0	101.7	3.3	112.7
N#Cc1c(N)nc2c(c1-c1ccc(F)cc1)c(=O)nc1sccn12	7.5	94.6	-0.4	103.2	-3.6	114.0	2.3	111.2
